proCasp3 act: activators of human procaspase-3 D3A mutant, primary screen, biochemical, absorbance, PC-3 D3A mutant, single concentration; activation, % at 8.5 µM; AID 463141, 2010; recombinant procaspase-3 D3A, Ac-DEVD-pNA absorbance 405 nm; 330,000 compounds, 0.11% hits; Caspase-3 (Homo sapiens), P42574;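 active = activation above the mean of all tested compounds plus 3 SD, cut at about 21% in these data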;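 also: 0% = DMSO alone and 100% = DMSO wells spiked with extra 5 µM PC-3 D3A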
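Assay system – Procaspase-3 D3A mutant · Benchmarks – DMSO low control, extra-enzyme high control · Technique – 405 nm absorbance of p-nitroaniline, reads at 0 and 120 min · Doses – 8.5 µM nominal · Measure – % activation between DMSO and enzyme-spiked controls · Also added – Ac-DEVD-pNA chromogenic peptide substrate · Schedule – 1 h compound preincubation, 2 h substrate hydrolysis at 25 °C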
EBNA-1 inh: EBNA-1 DNA-binding inhibitors, primary screen, biochemical, fluorescence polarization; inhibition, % at 14.8 µM; 300,000 compounds, 0.34% hits; AID 1950, 2009; in the data active = inhibition above about 28%
AHR activator: AHR activators, primary screen, cell-based, luminescence, luciferase reporter, human. Aryl hydrocarbon receptor (Homo sapiens), P35869. AHR-responsive luciferase reporter cells. activation, % at 5 µM. 320,000 compounds, 2.5% hits. AID 2796, 2010; in the data active = activation above about 47%;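 also: 0% = vehicle wells and 100% = reference agonist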
ZTA DNA inh: blocks Epstein-Barr virus ZTA, an EBNA-1 counter-screen; P03206; ZTA-DNA binding, fluorescence polarization; inhibition, % at 11 µM; 320,000 compounds, 0.15% hits; in the data active = inhibition above about 33%
procasp7 counter: procaspase-7 activators, primary screen, counter-screen for procaspase-3 activator project, biochemical, absorbance, HTS, human. Caspase-7 (Homo sapiens), P55210. recombinant procaspase-7, Ac-DEVD-pNA absorbance 405 nm; D23A/D198A/D206A triple mutant, cannot self-cleave; scale: DMSO 0, 5 µM enzyme 100. activation, % at 8.5 µM. 330,000 compounds, 0.093% hits. AID 463210, 2010;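 active = percent activation above the screen-wide mean plus 3 SD, cut at about 25% in these data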
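signal = Epi-absorbance of released pNA at 405 nm, two timepoints | assay system = Uncleavable procaspase-7 mutant enzyme | reagent = Ac-DEVD-pNA substrate, 400 µM as added | times = 1 h enzyme–compound preincubation and 2 h substrate reaction, both 25 °C | benchmarks = low DMSO alone, high DMSO plus 5 µM PC-7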
MEP2 TOR yeast: modulators of MEP2-GFP levels in yeast, primary screen, S. cerevisiae, multiplex flow cytometry, MLPCN library | S. cerevisiae MEP2-GFP strain, 3 h; 100% = DMSO control level | GFP response vs DMSO, % at 10 µM | 330,000 compounds, 0.51% hits | AID 2016, 2009;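 active = GFP response versus DMSO above a set limit, roughly screen mean plus 3 SD, cut at about 180% in these data; inconclusive = fewer than 70 cells counted for a yeast strain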;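 also: median GFP fluorescence of the barcode-gated MEP2-GFP cells per well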
RPL19A TOR yeast: RPL19A-GFP expression modulators in yeast, primary screen, cell-based, S. cerevisiae, multiplex flow cytometry, MLPCN. S. cerevisiae RPL19A-GFP strain, 3 h; active compounds read low. percent response vs DMSO, % at 10 µM. 330,000 compounds, 0.3% hits;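 active = percent response vs DMSO below 50%; inconclusive = fewer than 70 events counted for the yeast strain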;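 also: median channel GFP fluorescence of the barcoded RPL19A-GFP strain; ratio of sample median GFP to plate DMSO average so 100% = DMSO; lower means less RPL19A-GFP as with rapamycin TOR inhibition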
LAP4 TOR yeast: modulators of LAP4-GFP expression in yeast, primary screen, S. cerevisiae, multiplex flow cytometry, MLPCN library. AID 2023, 2009. 320,000 compounds, 0.34% hits. 3 h; median GFP as percent of DMSO wells. GFP response vs DMSO, % at 10 µM;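 active = GFP response vs DMSO above a set limit, about the screen mean plus 3 SD, cut at about 150% in these data; inconclusive = under 70 cell events counted for the yeast strain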
The depositor's hits bear a star; ? = inconclusive; · = no result given.

SMILES	proCasp3 act	EBNA-1 inh	AHR activator	ZTA DNA inh	procasp7 counter	MEP2 TOR yeast	RPL19A TOR yeast	LAP4 TOR yeast
COc1ccccc1OCC(=O)NCCc1nc2ccccc2[nH]1	7	-8	3	-13	2	103	94	94
CC(C)C(NC(=O)/C=C/c1cccc([N+](=O)[O-])c1)C(C)C	12	-6	11	-11	3	108	103	92
CC1(C)Cc2nc3sc(C(=O)O)c(N)c3cc2CS1	-5	0	2	9	-4	113	91	129
CC1CCCCC1NC(=O)CSc1nc2ccccc2[nH]1 (stereo unspecified)	-4	-3	2	-11	3	100	102	89
CC(C)NC(=O)C(=O)NCCN1CCN(C(=O)c2ccc(C(C)(C)C)cc2)CC1	7	1	3	1	10	104	108	97
CC1CCc2nc(NCCO)nc(C(F)(F)F)c2C1 (stereo unspecified)	-2	8	0	-5	15	97	102	98
CN(CC(=O)Nc1ccc(Cl)c(C(F)(F)F)c1)C(=O)CC1Sc2ccccc2NC1=O (stereo unspecified)	-3	2	5	4	10	104	102	80
CCOC(=O)c1c(C)[nH]c(C(=O)CSc2ccccc2)c1C	-1	-7	-1	-18	7	100	96	95
CCOC(=O)c1ccoc1CSCC(=O)N1CCN(S(=O)(=O)c2ccc(C)cc2)CC1	7	-8	13	-8	4	105	101	104
CC(C)Oc1ccc(/C(O)=C2/C(=O)C(=O)N(CCN(C)C)C2c2cccs2)cc1 (stereo unspecified)	-7	-5	1	-10	-32	112	109	98
N=c1oc2cc(O)ccc2cc1C(=O)Nc1nc2ccccc2s1	-41	-7	16	-12	-28	?	?	?
COc1ccc(C(=O)NCc2cccnc2)cc1	-1	-5	-1	-3	7	103	100	106
Cc1cccc(NC(=O)c2cccc(S(=O)(=O)N3CCCC3)c2)n1	-5	6	6	-1	-1	100	98	102
Cc1ccc(S(=O)(=O)Nc2cccc(-c3ccc(N4CCCCCC4)nn3)c2)cc1C	2	-16	5	7	1	106	99	99
COc1cc(C(=O)OCC(=O)Nc2cccc(S(=O)(=O)N3CCCC3)c2)ccc1OCC(C)C	5	1	0	-10	6	98	103	99
Cc1c(C(=O)OCC(C)C)[nH]c2c1C(=O)CC(c1cccs1)C2 (stereo unspecified)	-6	5	19	12	0	102	94	107
O=C1OCC/C1=C\c1ccccc1O	4	0	-4	-4	5	102	99	105
CC(=O)c1ccc(NC(=O)Cn2cnc(S(=O)(=O)N3CCC(C)CC3)c2)cc1	-4	-5	0	-26	4	82	80	78
CCN1C(=O)CC(N2CCN(c3ccc(OC)cc3)CC2)C1=O (stereo unspecified)	1	-12	-2	5	5	103	100	103
CCN(CC)S(=O)(=O)c1cc(NS(=O)(=O)c2cccc(C(=O)O)c2)ccc1C	3	3	-1	-7	-4	103	106	95
O=C(NCC1CCCO1)C(C(=O)c1ccc(F)cc1)n1ccccc1=O (stereo unspecified)	4	6	0	3	10	108	101	94
CN1CCN(CC#CCC(O)(c2ccccc2)c2ccccc2)CC1	6	0	-1	-4	5	93	95	104
CC(C)CCNC(=O)Cn1c2c(c(-c3ccccc3Cl)cc1=O)CCC2	-1	6	-2	-3	3	95	99	102
O=C(NCCCn1ccnc1)c1nc(Cn2cc([N+](=O)[O-])cn2)no1	12	10	9	6	-13	100	94	98
Cc1ccc(NC(=O)Cn2c(=O)n(Cc3ccco3)c(=O)c3ccccc32)c(C)c1	1	-19	6	-9	8	93	94	86
O=C(NCc1ccc(OC(F)(F)F)cc1)C1CC2Cn3c(nc4ccccc43)C2N1Cc1ccccc1 (stereo unspecified)	4	0	3	-5	9	97	92	130
CC(=O)Nc1ccc(Cc2ccncc2)cc1	3	1	5	-18	6	102	103	112
COc1ccc(C(c2sc3nc(C)nn3c2O)N2CCC3(CC2)OCCO3)cc1 (stereo unspecified)	-1	-6	10	-2	1	92	95	83
CCN(CC(=O)Nc1ccc2c(c1)OCCO2)S(=O)(=O)c1ccccc1	0	-4	3	-14	2	97	101	94
CCn1c(O)c(C=NC2CCCC(C)C2C)sc1=S (stereo unspecified)	-2	2	17	-3	2	100	104	98
C=C(C)COc1ccc2oc(C)c(C(=O)OCCOC)c2c1	5	-10	1	-10	14	107	102	103
CC(=O)c1sccc1NC(=O)CC(C)(C)CC(=O)O	-3	-6	0	-6	2	95	91	103
COc1ccc(-c2nc(-c3cccc(C)c3)nc(N3CCN(C)CC3)c2C#N)cc1	6	6	-1	-1	3	107	109	111
COC(=O)c1ccc(S(=O)(=O)c2ccc([N+](=O)[O-])cc2)cc1	4	-6	4	-16	4	96	95	103
CC(=O)c1cccc(NC(=O)C(=O)Nc2cccc3ccccc23)c1	-2	16	-2	-5	6	105	104	102
O=C(CCC1CCCCC1)NCCS(=O)(=O)N1CCN(c2ccccc2F)CC1	-4	-4	3	2	-2	100	97	95
O=C(COC(=O)c1ccccn1)NCc1ccccc1	7	5	-1	-17	10	101	103	97
Cc1ccc(NC(=O)COC(=O)CCC(=O)c2cccs2)cc1C	2	10	-1	13	0	101	97	102
O=C(O)C1CC=CCC1C(=O)Nc1cccc(F)c1 (stereo unspecified)	4	2	1	-4	8	91	91	89
CCOC(=O)N1CCN(C(=O)C2CCCCC2)CC1	-4	11	15	16	-2	105	103	102
COc1ccc(-c2nnc(NC(=O)c3ccc(F)cc3)o2)cc1	16	-1	2	-13	2	110	102	115
O=C(O)C1CC=CCC1C(=O)NCc1ccccc1 (stereo unspecified)	5	5	-2	3	9	101	95	97
COC(=O)C1=C(N)Oc2cc(C)n(CCc3ccccc3)c(=O)c2C1c1cccnc1 (stereo unspecified)	1	1	10	2	-5	76	95	72
CCN(C(=O)c1ccc2c(c1)OCO2)C1CCS(=O)(=O)C1 (stereo unspecified)	2	-5	0	-1	5	102	99	97
O=C(COc1ccc2ccccc2c1)NNC(=O)Cc1cccc2ccccc12	9	9	3	13	0	94	97	96
COc1ccc(N(CC(=O)NC2CCCC2)C(=O)c2ccc(C)s2)c(OC)c1	10	0	-1	-4	5	101	101	103
Cc1nn(-c2ccc(F)cc2F)c(=O)c2noc(C)c12	1	2	0	16	1	108	108	104
CCOc1c(Br)cc(C(N)=O)cc1OCc1ccccc1	-2	0	30	-2	-10	106	96	105
N#Cc1ccccc1OCC(=O)Nc1ccccc1C(=O)NC1CC1	-5	4	6	3	-4	104	102	107
CC1(C(=O)NC(=S)N(Cc2ccccc2)c2ccccn2)CC1(Cl)Cl (stereo unspecified)	-5	-3	4	2	-3	106	104	95
COc1ccc(C(=O)CC(=O)O)c2c1C=CC(C)(C)O2	0	12	0	-4	1	104	108	100
COC(=O)c1ccc(NC(=O)CNCc2ccncc2)cc1	-4	-4	10	9	-22	100	104	96
O=C(COC(=O)c1ccccc1Br)NCc1ccccc1	8	2	0	16	7	111	100	94
COc1cc(/C=N/NC(=O)NC2CCCCC2)ccc1O	3	13	3	1	-3	108	106	87
O=c1c2cccc3c2c(nn1CN1CCOCC1)-c1ccccc1-3	1	9	-3	-4	2	82	91	99
Cc1ccc(NC(=S)N(CCCN2CCOCC2)Cc2ccccn2)cc1Cl	3	6	0	4	3	101	102	96
COc1ccc(C)cc1NC(=O)C1C2C=CC(C2)C1C(=O)O (stereo unspecified)	0	-1	8	-13	-6	106	107	106
C[Si](C)(C)n1ccnc1	4	3	-4	16	7	92	104	105
Cc1ccc(NC(=O)C2CCCN2C(=O)NC2CCCCC2)cc1F (stereo unspecified)	-4	-7	1	-1	8	95	97	90
CC(C)CC(=O)N1CCN(C(=O)CCC2CCCC2)CC1	0	-3	0	5	2	97	102	96

Continuation:
SMILES	proCasp3 act	EBNA-1 inh	AHR activator	ZTA DNA inh	procasp7 counter	MEP2 TOR yeast	RPL19A TOR yeast	LAP4 TOR yeast
CCOC(=O)c1sc2nc(-c3cccnc3)ccc2c1N	-8	2	0	14	-12	95	89	117
c1ccc2c3c([nH]c2c1)C1(CCCCC1)NCC3	6	-11	3	-6	10	102	100	107
C=CCn1c(SCC(=C)C)nc2c1c(=O)[nH]c(=O)n2C	4	-4	1	0	-6	104	100	98
COc1ccccc1CNC(=O)COC(=O)CNS(=O)(=O)c1ccc(NC(C)=O)cc1	-4	·	0	-21	7	101	96	91
O=Cc1sc(Nc2ccccc2)nc1Cl	-10	-1	7	-16	-1	93	96	88
O=C(NCc1ccc(Cl)cc1Cl)c1ccc2nc[nH]c2c1	-8	-6	3	2	4	103	102	98
COc1ccccc1C(=O)Nc1ccccc1N1CCOCC1	-1	-7	0	3	0	114	100	114
CN=c1sc(C(=O)Nc2cccc(Cl)c2)cc(=O)n1C	-2	6	3	5	-21	95	90	105
COc1ccc(/C(N)=N/OC(=O)Cc2ccc(OC)c(OC)c2)cc1	-8	13	-1	2	0	104	100	105
Cc1ccccc1-n1nnc2c(=O)oc3ccccc3c21	1	-7	3	10	6	106	104	106
CS(=O)(=O)O/N=C1\CCCCC1c1ccc([N+](=O)[O-])cc1[N+](=O)[O-] (stereo unspecified)	2	2	1	-3	-4	98	102	92
Cc1csc2ncc(C(=O)NCCC(c3ccccc3)c3ccccc3)c(=O)n12	-7	-7	2	2	1	127	70	111
O=C(O)CCC(=O)N1CCCC1	7	-7	-2	-17	5	100	99	107
CCOC(=O)C=C1CCN(c2ncc(C(F)(F)F)cc2Cl)CC1	4	11	-1	-2	3	97	102	89
O=C(NCc1ccccc1Cl)C1CCN(S(=O)(=O)c2ccc(F)cc2)CC1	-4	-11	2	12	4	94	98	100

The order is random (roughly 3.8% active in at least one column).
